Assay outcomes deposited in PubChem BioAssay by several laboratories.
ANO1 block: mouse TMEM16A channel inhibition, primary screen | AID 588511 | HEK293 TMEM16A/YFP iodide influx fluorescence, ionomycin | Q8BHY3 | normalized B-score (activity score, 25-100; higher = stronger inhibition) at 10 µM | 1.2% of 310,000 active;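 active = ratio plate-corrected score three or more library SD toward inhibition, starting fluorescence score within five deviations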;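 note: score derived from kinetic fluorescence span divided by baseline fluorescence per well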
TRPC4 PAM: allosterically enhances the mouse TRPC4 cation channel | Q9QUQ5 | HEK293 TRPC4beta/mu-opioid, DAMGO EC20, Fluo-4 Ca2+ flux; active compounds read high | B-score at 10 µM | 0.42% of 310,000 active | AID 2227;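 active = B-score of calcium response area above 5 SD of library B-scores, with initial fluorescence ratio within 5 SD of library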;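 note: B-score of integrated fluorescence ratio over time as area under calcium response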
MrgX1 ag: human MrgX1 receptor agonism, primary screen | Q96LB2 | MrgX1-HEK293 cells, Fluo-4 calcium fluorescence, agonist mode; active compounds read high | B-score at 10 µM | 0.44% of 310,000 active | AID 588627;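 active = calcium response B-score plate-corrected fluorescence ratio at least 3 library SD, with starting fluorescence B-score inside 5 SD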
Target sequence (Q96LB2 whole entry, looked up): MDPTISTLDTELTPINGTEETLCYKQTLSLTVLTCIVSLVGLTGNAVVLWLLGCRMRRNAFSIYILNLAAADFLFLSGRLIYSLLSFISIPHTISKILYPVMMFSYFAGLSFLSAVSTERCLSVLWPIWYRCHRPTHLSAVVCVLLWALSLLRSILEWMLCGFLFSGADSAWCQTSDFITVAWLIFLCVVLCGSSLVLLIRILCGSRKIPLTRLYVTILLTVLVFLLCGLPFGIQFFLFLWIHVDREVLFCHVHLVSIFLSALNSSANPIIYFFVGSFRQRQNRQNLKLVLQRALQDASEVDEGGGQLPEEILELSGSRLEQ
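Material: MrgX1-expressing HEK293 cells; input: 15,000 cells per well; doses: test compound given as first of three sequential additions; schedule: overnight plating before 1 h dye loading; technique: Fluo-4 NW calcium-flux fluorescence, kinetic read; evaluation: baseline-normalised fluorescence change ratio, B-scored; control set: plate-wise positive and negative controls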
TRPC6 inhibitor: blocks the mouse TRPC6 cation channel | HEK293-TRPC6, membrane potential dye, ACh-evoked depolarization; active compounds read low | B-score at 10 µM | 1.1% of 310,000 active;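 active = B-score under library mean minus 3 SD, initial fluorescence not abnormally high, positive integrated signal ratio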;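 note: B-score derived from integrated fluorescence ratio over the kinetic read; more negative B-score means stronger inhibition of depolarization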
TMEM16A act: activates or potentiates the mouse TMEM16A chloride channel; Q8BHY3; HEK293 TMEM16A/YFP-H148Q/I152L, iodide quench fluorescence; active compounds read low; B-score at 10 µM; 0.3% of 340,000 active;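 active = fluorescence-ratio B-score plate-corrected deviation score at least 3 library SD below zero, with starting fluorescence score within 5 deviations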;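 note: channel opened by trigger with iodide after compound preincubation; score built on the fluorescence ratio of max minus min over baseline; more negative score means more quench and so TMEM16A activation or potentiation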
TRPC4 agonist: activators of mouse TRPC4 channel; 0.49% of 310,000 active; B-score at 10 µM; HEK293 TRPC4beta/mu-opioid, Fluo4 calcium fluorescence; active compounds read high;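 active = B-score above 5 SD of library B-scores, and initial fluorescence ratio not above library mean plus 5 SD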;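 note: positive B-score marks a calcium rise read as TRPC4 activation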
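Assay system – TRPC4beta and mu-opioid receptor HEK293 stable cells · Measured by – Fluo4 fluorescence, kinetic · Schedule – dye loading 45 min room temperature, 110 s kinetic read · Read-out – B-scored integrated calcium fluorescence ratio · Controls – buffer and maximal DAMGO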
SKKanGAS inh: inhibitors of SKKanGAS S. pyogenes growth in kanamycin (SK-promoter or general growth effect); BacTiter-Glo, 6 h; 1.3% of 300,000 active; inhibition, % at 7.5 µM; AID 1662;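 active = mean replicate score, as percent of positive control median, at least 50; inconclusive = mean below 50 but one replicate at or above 50; inactive = mean and every replicate below 50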;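 note: strain carries kanamycin resistance gene driven by streptokinase promoter and grows in 40 µg/ml kanamycin; loss of luminescence reflects streptokinase promoter inhibition or plain growth inhibition; 0% = median of DMSO wells and 100% = positive control at its reference dose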
MrgX1 PAM: allosterically activates human MrgX1 receptor signaling | B-score at 10 µM | Q96LB2 | MrgX1-HEK293, Fluo-4 calcium flux, FDSS; active compounds read high | 0.63% of 310,000 active;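 active = plate-corrected calcium response at least 3 library SD above typical, normal starting fluorescence, not activating the receptor alone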;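 note: compound read alongside a low EC10 to EC30 dose of BAM8-22 agonist; peak minus trough fluorescence over baseline measured at the second addition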
TRPC4 inh: TRPC4 (mouse) channel inhibition | Q9QUQ5 | HEK293 TRPC4beta/mu-opioid, DAMGO-evoked Fluo4 calcium flux; active compounds read low | B-score at 10 µM | 0.39% of 300,000 active | AID 2247;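 active = B-score over 3 SD under the library average, no early fluorescence shift, positive overall ratio signal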
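System: stable TRPC4beta/mu-opioid receptor HEK293 cells; Dosing: single-point compound dosing; Measured by: Fluo4 Ca2+ flux fluorescence; Read-out basis: per-well B score of integrated baseline-normalized Fluo4 ratio.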
TRPC6 act: mouse TRPC6 channel activation | Q61143 | HEK293-TRPC6 membrane potential dye fluorescence; active compounds read high | B-score at 10 µM | 0.13% of 310,000 active;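 active = B-score of the integrated fluorescence ratio above library mean plus 3 SD, and starting fluorescence ratio within library mean plus 5 SD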;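 note: higher score means more depolarization so channel activation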
MrgX1 antagonist: human MrgX1 receptor antagonism, primary screen | MRGX1-HEK293 calcium flux, Fluo-4, BAM8-22 antagonism; active compounds read low | B-score at 10 µM | AID 588676 | Q96LB2 | 1.3% of 310,000 active;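 active = calcium-response B-score plate-corrected more than 3 library SD below zero, starting fluorescence within 5 deviations, no agonist response on first addition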;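 note: peak minus trough fluorescence over baseline after final BAM8-22 challenge near maximal dose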
The depositor's hits bear a star; i = inactive; u = inconclusive; x = not tested or not shown.

SMILES,MrgX1 antagonist,MrgX1 PAM,MrgX1 ag,TRPC4 agonist,TRPC4 PAM,TRPC6 act,ANO1 block,SKKanGAS inh,TRPC6 inhibitor,TRPC4 inh,TMEM16A act
CC(=O)Oc1ccc2occ(C(=O)c3cccs3)c2c1,i,i,i,i,i,i,i,-1,i,i,i
O=C(CSc1nnc(CNC(=O)c2c(F)cccc2Cl)o1)c1ccccc1,i,i,i,i,i,i,i,-9,i,i,i
CC(=O)Nc1ccc(C2NC(=S)N(c3ccccc3C(F)(F)F)C(C)=C2C(=O)N2CCOCC2)cc1 (centres undefined),i,i,i,i,i,i,i,-1,i,i,i
Cc1c2c(nc3c(C(=O)NC4CC4)cnn13)CCCC2,i,i,i,i,i,i,i,3,i,i,i
O=c1[nH]cccc1-c1nc2ccccc2n1Cc1ccc(Cl)cc1,i,i,i,i,i,i,i,6,i,i,i
Cc1ccnn2c(-c3ccccc3)c3c(=O)n(C)c(=O)n(C)c3c12,x,x,x,i,i,i,x,u,i,i,x
CC(C)OCCCn1c(=O)c2ccccc2n2c(CCC(=O)NC3CCN(Cc4ccccc4)CC3)nnc12,i,i,i,i,i,i,i,1,i,i,i
CCOC(=O)C1=C(C)NC(=O)NC1c1c(OCC(=O)N2CCCCC2)ccc2ccccc12 (centres undefined),i,i,i,i,i,i,i,4,i,i,i
Cc1ccc(OCCNCc2ccccc2)c(C)c1,i,i,i,i,i,i,i,2,i,i,i
COc1ccc(C(=O)NC(Cc2ccccc2)c2ccc3c(c2)OCCCO3)cc1 (centres undefined),i,i,i,i,i,i,i,-1,i,x,i
CC(C)NC[C@@H](O)c1ccc(O)c(O)c1,i,i,32*,i,i,i,i,-1,i,i,i
Cn1c(SCC(=O)Nc2ccccc2-c2ccccc2)nnc1-c1ccco1,i,i,i,i,i,i,i,5,i,i,i
COC(=O)c1ccc(N=Nc2c(C)[nH]n(-c3ccccc3)c2=O)cc1,i,i,i,i,i,i,i,-5,i,i,i
CCC(=NC(C)c1ccccc1)c1c(O)n(C)c(=O)n(C)c1=O (centres undefined),-7.4*,i,i,i,i,i,100*,-18,i,i,i
Cc1ccc(NC(=O)C2CCCN2C(=O)OCc2ccccc2)c(O)c1 (centres undefined),i,i,i,i,i,i,i,-9,i,i,i
COc1ccc(NC(=O)CSc2nc3ccccc3nc2N2CCCCC2)cc1,i,i,i,i,i,i,i,3,i,i,i
O=C(COC(=O)/C=C/c1cccc([N+](=O)[O-])c1)NCCCN1CCCC1=O,i,i,i,i,i,i,i,14,i,i,i
CCOC(=O)C1(Cc2ccc(OC)cc2)CCN(C(=O)c2csc(C)n2)CC1,i,i,i,i,i,i,i,4,i,i,i
Cc1ccc(NS(=O)(=O)c2cc3c(cc2C)NC(=O)CO3)cc1,i,i,i,i,i,i,i,0,i,i,i
COc1ccc(CCNS(=O)(=O)c2ccccc2[N+](=O)[O-])cc1OC,i,i,i,i,i,i,i,3,i,i,i
Cn1cc(C(=O)NCCO)c(=O)c2ccccc21,i,i,i,i,i,i,i,-5,i,i,i
COc1ccc(-n2c(Cc3cccn3C)nnc2SCC(=O)Nc2ccc(C)cc2)cc1,i,i,i,i,i,i,i,4,i,i,i
Cc1ccc(S(=O)(=O)N(CC2CO2)c2ccccc2[N+](=O)[O-])cc1 (centres undefined),i,i,i,i,i,i,i,-2,i,i,i
O=c1cc(N2CCCCC2)c(-c2ccccc2)nn1Cc1ccccc1,i,i,i,i,i,i,i,x,i,i,i
CCCn1c(=N)n(CC(=O)c2ccc(OCC(=O)OC)cc2)c2ccccc21,i,i,i,i,i,i,i,-4,i,i,i
COC(=O)c1cc2sc(Cl)cc2n1CC(=O)NCCC(C)C,i,i,i,i,i,i,i,-8,i,i,i
O=C(Nc1ccccn1)C(=O)Nc1ccccn1,i,i,i,i,i,i,i,5,i,i,i
CCOC(=O)c1cnc2[nH]c3ccccc3n2c1=O,i,i,i,i,i,i,i,1,i,i,i
Cc1ccc(C(=O)NCC(c2ccc(F)cc2)N2CCOCC2)cc1 (centres undefined),i,i,i,i,i,i,i,2,i,i,i
COC(=O)Nc1ccc(S(=O)(=O)N2CCCC(C(=O)Nc3cccc4c3OCCO4)C2)cc1 (centres undefined),i,i,i,i,i,i,i,2,i,i,i
COC(=O)[C@]1(Cc2ccccc2)N[C@H](c2ccc(-c3cc(C(C)=O)cs3)cc2)[C@@H]2C(=O)N(C)C(=O)[C@@H]21,i,i,i,i,i,i,i,14,i,i,i
O=C1CCC([N+](=O)[O-])C(c2ccc(Cl)c([N+](=O)[O-])c2)N1 (centres undefined),i,i,i,i,i,i,i,7,i,i,i
NC(=O)Nc1ccc(Oc2c(F)c(F)c(F)c(F)c2F)cc1,i,i,i,i,i,i,i,-5,i,i,i
COc1ccc(-c2csc(N(CCCN(C)C)C(=O)c3ccccc3C)n2)cc1,i,i,i,i,i,i,i,-2,-8.9*,i,i
O=c1c(Oc2ccccc2F)coc2cc(OCc3cnn(-c4ccccc4)c3)ccc12,i,i,i,i,i,i,i,-4,i,i,i
O=C(c1ccc2nccnc2c1)N1CCCC(N2CCN(c3ccc(F)cc3)CC2)C1 (centres undefined),i,i,i,i,i,i,i,7,i,i,i
COc1ccc(-n2c(SCC(=O)NCC3CCCO3)nc3c([nH]c4ccccc43)c2=O)cc1 (centres undefined),i,i,i,i,i,i,i,-2,i,i,i
CC1(C)OC(=O)C(=CNC(Cc2c[nH]c3ccccc23)C(=O)O)C(=O)O1 (centres undefined),i,i,i,i,i,i,i,4,i,i,i
Cc1nc2c(sc3nc(N4CCOCC4)c4c(c32)CC(C)(C)OC4)c(-c2ccc(Cl)cc2)c1C(=O)O,i,i,i,i,i,i,i,28,i,i,i
Cc1cccc(NC(=S)NC(=O)CC2CC(C)(C)OC2=O)c1 (centres undefined),i,i,i,i,i,i,i,-6,i,i,i
Cc1nc2ncnn2c(N2CCN(C(=O)Cc3cccs3)CC2)c1C,i,i,i,i,i,i,i,-2,i,i,x
COc1ccc(C2=[N+]([O-])C(C)(C)C(c3ccccc3)=N2)cc1,i,i,i,i,i,i,i,-2,i,i,i
O=C(N/C(=C\c1cccnc1)c1nc2ccccc2[nH]1)c1cccc(Br)c1,i,i,i,i,i,i,i,-22,i,i,i
COc1ccc(N/N=C(/C)c2cnnc(-c3ccccc3)n2)cc1,i,i,i,i,i,i,i,-9,i,i,i
Cc1ccccc1Nc1nnc(-c2ccc(C(=O)NCCO)cc2)c2ccccc12,i,i,i,i,i,i,i,1,i,i,i
COCCCNC(=O)c1ccccc1Oc1ccccc1,i,i,i,i,i,i,i,0,i,i,i
Cc1cccc(-n2c(Cc3ccccc3)n[nH]c2=S)c1,i,i,i,i,i,i,i,1,i,i,i
O=C(O)c1nn2cc(CCO)cnc2c1Cl,i,i,i,i,i,i,i,-10,i,i,i
O=S(=O)(c1ccccc1)N1CCN(c2nc(-c3cccs3)nc3ccccc23)CC1,i,i,i,i,i,i,i,8,i,i,x
CN(C1CCCCC1)S(=O)(=O)c1ccc2c(c1)c(=O)c(C(=O)NCCN1CCCC1)cn2C,-4.6*,i,i,i,i,i,i,-3,i,i,i
Cc1sc2ncnc(NCc3cccnc3)c2c1C,i,i,i,i,i,i,i,2,i,i,i
O=c1c(Cl)c(NCc2ccc(F)cc2)cnn1C12CC3CC(CC(C3)C1)C2,i,i,i,i,i,i,i,-7,i,i,i
COc1cccc(NC(=O)C2C3C=CC(C3)C2C(=O)O)c1 (centres undefined),i,i,i,i,i,i,i,0,i,i,i
O=C(O)CCC(=O)N1N=C(c2c(-c3ccccc3)c3cc(Cl)ccc3[nH]c2=O)CC1c1ccccc1 (centres undefined),i,i,i,i,i,i,i,5,i,i,i
COc1ccccc1C(=O)Oc1ccc(C(C)C)cc1,i,i,i,i,i,i,i,0,i,i,i
O=C(O)c1nccnc1C(=O)NCCc1c[nH]c2ccccc12,i,i,i,i,i,i,i,-4,i,i,i
O=C(COc1ccc([N+](=O)[O-])cc1)Nc1nnc(-c2cccnc2)s1,i,i,i,i,i,i,i,-1,i,i,i
CCSC1=C(C#N)C(c2ccc(Cl)cc2)C2=C(CCCC2=O)N1 (centres undefined),i,i,i,i,i,i,i,-3,i,i,i
COc1ccc(C)cc1S(=O)(=O)Nc1ccncc1,i,i,i,i,i,i,i,-4,i,i,i
CCn1c(-c2ccc(Cl)cc2)n[nH]c1=S,i,i,i,i,i,i,i,5,i,i,i

Further entries.
SMILES,MrgX1 antagonist,MrgX1 PAM,MrgX1 ag,TRPC4 agonist,TRPC4 PAM,TRPC6 act,ANO1 block,SKKanGAS inh,TRPC6 inhibitor,TRPC4 inh,TMEM16A act
Cc1nnc(SCc2ccccc2)nc1-c1ccccc1,i,i,i,i,i,i,i,2,i,i,i
CC1Cc2ccccc2N1C(=O)CNc1cccc(S(=O)(=O)N2CCCC2)c1 (centres undefined),i,i,i,i,i,i,i,5,i,i,i
CCn1c(=O)cc(SCC(=O)N2CCCCC2)c2ccccc21,i,i,i,i,i,i,i,16,i,i,i
COc1cc(-c2n[nH]c(=S)n2-c2ccccc2C(F)(F)F)cc(OC)c1OC,i,i,i,i,i,i,i,7,i,i,i
Cc1nc(SCc2c(F)cccc2Cl)n[nH]1,i,i,i,i,i,i,i,-1,i,i,i
CCN(CC)c1ccc(/C=C/C(=O)c2cccnc2)cc1,i,i,i,i,i,i,i,-2,i,i,i
CN(C)/N=C/c1c(O)ccc2ccccc12,i,i,i,i,i,i,i,-3,i,i,i
COc1ccc2oc(=O)c(C(=O)Nc3cccc(C(C)=O)c3)cc2c1,i,i,i,i,i,i,i,-9,i,i,i
O=C(CCNC(=O)c1ccccc1Cl)Nc1ccc2c(c1)OCO2,i,i,i,i,i,i,i,8,i,i,i
